Screens from PubChem BioAssay.
RGS4 inh: human RGS4 inhibition; P49798; Transcreener GDP fluorescence polarization, RGS4-accelerated GTP hydrolysis; Potency, µM (highest dose often 114 µM), inactives show top-dose activity change, negative = inhibition, most hits filed as inhibitors; actives 0.039% (n = 390,000); AID 504845; note: potency is the fitted concentration of half-maximal effect; % is set by controls: 0 for no effect and ±100 for the full control effect; nearly all actives have a fitted effect of over 75% in size; some results filed as inactive show a strong effect at the top dose
Target sequence (P49798 whole entry, looked up): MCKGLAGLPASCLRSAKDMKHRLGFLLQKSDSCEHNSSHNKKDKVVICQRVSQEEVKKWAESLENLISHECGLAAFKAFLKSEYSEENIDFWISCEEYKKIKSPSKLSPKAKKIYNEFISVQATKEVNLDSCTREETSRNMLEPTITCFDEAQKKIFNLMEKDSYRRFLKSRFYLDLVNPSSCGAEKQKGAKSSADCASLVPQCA
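MLSMR compounds (23 nl, pin-transferred) preincubated 10 min at room temperature with a 500nM (2x) first reagent, then RGS4 at 900nM (2x) plus Transcreener GDP mix added; fluorescence polarization (620/688 nm) read before and after 90 min at 30 °C.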
Glioma ERSR ind: inducers of ER stress response in human glioma cells; U87-MG GRP78 promoter luciferase reporter, 16 h; Potency, µM, for the others: top-dose activation, most hits filed as activators; actives 0.02% (n = 420,000); note: potency is the fitted concentration of half-maximal effect; series mostly up to about 76 µM; % of control where 0% means no effect; nearly all actives have a fitted effect of over 35% in size
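Stably transfected U87-MG glioma cells carrying a GRP78-based luciferase sensor; 16 h compound incubation. Luminescence end-point read 10 min after Bright-Glo addition at room temperature.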
D2 ag: agonists of human D2 dopamine receptor | actives 0.53% (n = 340,000) | activation, % at 2 µM | P14416 | HEK293 T-REx D2 cells, calcium flux agonist mode;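 active = activation over 3 SD above normal in the single-dose calcium agonist read, cut at about 30% in these data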; note: 0% is about no effect
Target sequence (P14416 whole entry, looked up): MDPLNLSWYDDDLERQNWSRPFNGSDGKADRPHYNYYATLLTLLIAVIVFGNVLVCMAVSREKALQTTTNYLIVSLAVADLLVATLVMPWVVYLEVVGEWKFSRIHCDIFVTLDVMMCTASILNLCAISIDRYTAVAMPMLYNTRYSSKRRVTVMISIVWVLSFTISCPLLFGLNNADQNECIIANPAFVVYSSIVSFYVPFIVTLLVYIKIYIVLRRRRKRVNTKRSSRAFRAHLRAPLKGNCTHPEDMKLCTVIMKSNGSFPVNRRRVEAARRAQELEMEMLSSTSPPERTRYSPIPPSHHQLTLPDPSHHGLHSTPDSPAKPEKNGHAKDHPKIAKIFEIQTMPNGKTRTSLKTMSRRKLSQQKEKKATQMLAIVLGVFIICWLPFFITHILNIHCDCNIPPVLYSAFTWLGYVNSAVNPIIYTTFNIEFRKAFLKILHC
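In this primary screen, compounds producing a positive calcium signal within 180 s of addition to tetracycline-induced, force-coupled HEK293 Trex D2 cells are flagged; cells are dye-loaded with a no-wash calcium kit beforehand.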
ALOX12 inh: blocks human arachidonate 12S-lipoxygenase. AID 1671190. Potency, µM (highest dose often 108 µM), for inactives: top-dose activity change, negative = inhibition, hits mostly inhibitors. P18054. actives 1.1% (n = 580,000). purified 12hLO, xylenol orange hydroperoxide absorbance; note: potency is the fitted concentration of half-maximal effect; % is set by controls: 0 for no effect and ±100 for the full control effect
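Hydroperoxide product was detected by ferrous iron/xylenol orange as the 573 to 405 nm absorbance ratio. Arachidonic acid at 40 uM (final) was turned over for 30 min at room temperature by 150 nM human 12hLO, pH 7.0 Hepes buffer, after 15 min compound preincubation.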
LDHA block: blocks human lactate dehydrogenase A. P00338. purified LDHA, NADH/diaphorase-resazurin fluorescence; stronger effect = lower value. activity change, % (values are at about 110 or 230 µM). actives 0.15% (n = 480,000); in the data active = activity change below about -30%; inconclusive = mostly about -25% to -30%;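 note: plate controls were DMSO wells for no effect and wells without enzyme for full effect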
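Resorufin fluorescence (ex540/em590), read at 0 and 20 min after diaphorase/resazurin addition, reports the NADH left after a 5 min room-temperature reaction of 2 nM human LDH5 with 0.06 mM NADH and 0.2 mM pyruvate.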
D2 antag: antagonizes the human D2 dopamine receptor. P14416. HEK293 TREx D2 cells, calcium flux, dopamine EC80. inhibition, % at 10 µM. actives 2% (n = 340,000). AID 485344; in the data active = inhibition above about 30%; note: 0% is about no effect
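Inhibition of EC80 dopamine-driven calcium flux, recorded kinetically, defines activity here; cells are a tetracycline-induced HEK293 T-REx line expressing force-coupled D2.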
Vif-A3G inh: inhibitors of Vif-APOBEC3G interaction. Q9HC16. HeLa A3G-eYFP + Vif (tagged APOBEC3G with the HIV-1 protein that degrades it), YFP fluorescence, overnight. Potency, µM (series often up to 46.1 µM), for inactives: at the highest dose activity, negative = active, actives largely listed as inhibitors. actives 0.076% (n = 410,000);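 note: potency is the fitted concentration of half-maximal effect; % is set by controls: 0 for no effect and ±100 for the full control effect; nearly all actives have a fitted effect of over 60% in size; hits raise eYFP signal because A3G escapes Vif-driven loss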
Target sequence (Q9HC16 whole entry, looked up): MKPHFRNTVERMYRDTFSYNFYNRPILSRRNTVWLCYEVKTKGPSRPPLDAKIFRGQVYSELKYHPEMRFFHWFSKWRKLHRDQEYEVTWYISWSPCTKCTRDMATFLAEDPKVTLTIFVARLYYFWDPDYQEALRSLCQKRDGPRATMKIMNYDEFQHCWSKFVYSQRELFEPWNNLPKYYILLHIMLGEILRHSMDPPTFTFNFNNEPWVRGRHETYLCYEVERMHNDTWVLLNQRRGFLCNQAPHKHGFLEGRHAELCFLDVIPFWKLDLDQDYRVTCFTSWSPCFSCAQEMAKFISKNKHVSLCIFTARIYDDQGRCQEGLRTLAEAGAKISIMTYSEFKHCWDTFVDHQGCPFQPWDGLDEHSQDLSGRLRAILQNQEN
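HeLa cells stably expressing Vif and C-terminally eYFP-tagged A3G, seeded overnight at 37 deg C, then exposed to compound by pintool overnight at 37 deg C. Rise in yellow fluorescence (Ex 488/Em 500-530, Acumen) marks blocked Vif-driven A3G degradation.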
Vif-A3F inh: Vif-A3F binding inhibition. HeLa A3F-eYFP + Vif (tagged APOBEC3F with the HIV-1 protein that degrades it), YFP fluorescence increase. Potency, µM (titrated, usually from 46.1 µM), without a hit: top-dose activity, negative = active. actives 0.2% (n = 390,000). AID 602313; note: potency is the fitted concentration of half-maximal effect; % of control where 0% means no effect; nearly all actives have a fitted effect of over 65% in size
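Fluorescence increase (Ex 488/Em 500-530) after overnight compound treatment at 37 deg C flags inhibition of Vif-driven A3F-eYFP loss in stable HeLa A3F-eYFP/Vif cells seeded overnight beforehand.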
ERG Ets-DNA blk: ERG Ets/DNA interaction inhibition. P11308. fluorescence polarization, His-ERG Ets domain / labelled DNA. actives 0.028% (n = 370,000). Potency, µM (series often up to 76.9 µM), for inactives: at the top dose FP activity, negative = inhibition, usual class: inhibitors; active = well fitted inhibition curve with a large enough effect in the polarisation, with a control signal flat; inconclusive = small, poorly fitted or top-dose-only effect, or effect the other way, or a change in a side signal; inactive = no such curve, though single readings can be large or run the other way; the % refers to the polarisation;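 note: polarization taken with two DNA probes labelled with fluorescein and Texas red; potency is the fitted concentration of half-maximal effect; % of control where 0% means no effect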
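His-tagged ERG Ets domain (1 uM in the protein solution; 300mM KCl, 50mM Tris-HCl, 1mM EDTA, 1mM DTT, pH 7.5) received compound, then a probe mix of 5 nM fluorescein-DNA and 100nM Texas-615-DNA. Fluorescence polarization was read for both dyes.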
* hit, by the source's call; ? = inconclusive; · = no result given; & = joins results of further samples; [ ] = another dose, or the depositor's remark. Unless noted, calls come from the whole dose curve; as a rule, active = well fitted curve in the direction sought with a large enough effect; inconclusive = small, poorly fitted or top-dose-only effect, or another doubt; inactive = no such curve, though single readings can be large; an effect the other way counts as inactive or inconclusive. These rows are one share of the data (hit frequency here may not be typical).

SMILES	RGS4 inh	Glioma ERSR ind	D2 ag	ALOX12 inh	LDHA block	D2 antag	Vif-A3G inh	Vif-A3F inh	ERG Ets-DNA blk
COC(=O)C(Cc1ccc(O)cc1)NC(=O)CCc1ccco1 (centres undefined)	25%	-4%	-0.8	-12%	-6	3	1%	10%	13%
O=C(NCCC1=CCCCC1)c1cc(S(=O)(=O)N2CCOCC2)ccc1Cl	3%	0%	0.0	-22%	-14	-2	3%	2%	5%
COc1ccc(/C=C/C(=O)Nc2ccncc2)cc1OC	15%	-3%	0.4	?	-5	-7	-9%	1%	6%
Cc1ccc(C2c3c(oc4cc(C)c(C)cc4c3=O)C(=O)N2CCCN2CCOCC2)cc1 (centres undefined)	-17%	-2%	-0.3	15%[57.4 µM]	0	5	-2%	4%	8%
CCOC(=O)C1=C(C)NC2=C(C(=O)CC(C)(C)C2)C1c1ccc(N(C)C)cc1 (centres undefined)	9%	-5%	·	7%	10	·	1%	0%	3%
CCOCCCN(C(=O)Nc1ccc(CC)cc1)C1CCN(C(C)=O)CC1	-14%	-1%	0.2	-3%	-3	4	-1%	-4%	·
CCc1cc(C(=O)NCC(C)(C)N2CCOCC2)sc1C	4%	-3%	-0.4	-4%	-2	-16	1%	-5%	-5%
O=C(OC1CCCCC1=O)c1cc(=O)c2ccccc2o1 (centres undefined)	2%	0%	0.7	41%[activator]	-1	-2	-8%	-1%	-5%
COc1cccc(C2=CC(c3ccccc3F)n3c(nc4ccccc43)N2)c1 (centres undefined)	-31%	-6%	-1.1	?	-5	·	-7%	-12%	-6%
CCC1=C(OC(=O)N(CC)CC)N2C(=O)OC(=NCC(=O)OC)[C@]2(Cc2ccccc2)[C@H]2C1=CC[C@H]1C(=O)N(C)C(=O)[C@H]12	-19%	-3%	-0.2	-2%	0	-10	-3%	2%	2%
CC(=O)c1cccc(OCCCOc2cccc3cccnc23)c1	9%	7%	0.5	66%	-9	1	-3%	-4%	1%
Cc1ccc[n+](CC2OCc3ccccc3CO2)c1	16%	0%	0.4	-13%	-5	6	4%	7%	-3%
CN(CC(=O)Nc1ccccc1Br)C(=O)COc1cccc2c1OC(C)(C)C2	-6%	-3%	0.4	-18%	1	1	-6%	5%	-7%
COc1cccc(CN(C)C(=O)c2ccc(S(=O)(=O)N3CCCC3)cc2)c1OC	-2%	0%	-1.7	-23%	2	1	0%	-1%	2%
Cc1ccsc1/C=N/NC(=O)C(O)c1ccccc1 (centres undefined)	-15%	0%	-1.1	-7%	-1	8	-1%	2%	-15%
Cc1ccc(NC(=S)NNC(=O)c2nnn(-c3ccccc3)c2C)cc1	-48%	2%	-1.2	-24%	-9	1	-1%	-1%	·
O=[n+]1c2c(n([O-])c3cc(Br)ccc31)CCC2	-4%	-5%	1.4	?	11	4	0%	5%	-3%
O=C(CSc1nnc(CNC(=O)c2ccccc2)o1)c1ccc(Cl)cc1	-6%	-3%	-1.2	0%	-1	11	-4%	-1%	19%
Cc1ccccc1NC(=O)CSc1nnc(C)c(=O)[nH]1	19%&-17%	-5%&-4%	0.4	-22%&0%	-4&-1	-4	4%&4%	-13%&3%	-6%&2%
CCOc1ccccc1C1NC(=O)c2ccccc2O1 (centres undefined)	-26%	-5%	0.6	0%	10	6	-8%	-10%	-4%
CCC(C(=O)Nc1nccs1)c1ccccc1 (centres undefined)	0%	-4%	-2.8	-5%	-3	-14	-1%	·	2%
Cc1ccccc1OCC(=O)Nc1nnc(-c2ccco2)s1	-3%	-1%	·	26%	-2	·	-1%	14%	-3%
Cc1ccc(C(C)C)c(OCCNC(=O)c2ccccc2O)c1	-19%	-6%	1.7	?	5	2	-1%	2%	13%
O=C1c2ccccc2C(=O)N1Cc1nc2ccccc2o1	16%	0%	0.4	0%	2	-9	0%	-2%	-4%
O=C(O)CNC(=O)C(Cc1ccccc1)NC(=O)OCc1ccccc1 (centres undefined)	2%	1%	0.1	-7%	-4	-7	-1%	-8%	-6%
CC(=O)O/N=C(/c1nonc1N)N1CCN(c2ccc([N+](=O)[O-])cc2Cl)CC1	-27%	-5%	-3.0	-6%	-1	7	2%	1%	·
CCOc1ccccc1NC(=O)c1cnccn1	-1%	-4%	0.6	-11%	-3	2	-6%	-5%	-1%
O=C(O)c1ccc(S(=O)(=O)N2CCSCC2)cc1	29%	-8%	-0.1	-23%	-2	0	-6%	16%	-3%
Cc1cc([N+](=O)[O-])nn1CCCC(=O)O	29%	-5%	1.0	0%	0	4	-1%	18%	-3%
Clc1ccc(C2Nc3cccc4cccc(c34)N2)c(Cl)c1	?	0%	·	?	5	·	2%	3%	-1%
COc1ccc(-c2cc(C(C)=O)c(C)n2CCC(=O)Nc2ccc(C)cc2Cl)cc1	-14%	-1%	0.7	-27%	-4	·	1%	0%	5%
CC(C)(C)C(=O)OCc1cn(-c2ccccc2)nn1	-20%	0%	-0.6	-23%	2	5	0%	-6%	-3%
CC(C)(C)C1CCC(OC(=O)C[N+]2(C)CCCC2)CC1 (centres undefined)	-17%	-1%	0.2	?	-13	5	-4%	8%	-4%
O=C(CN1C(=O)NC(c2ccccc2)(c2ccccc2)C1=O)Nc1ccc(N2CCOCC2)cc1	-1%	-4%	·	-11%	4	·	-8%	2%	-2%
O=C1COc2ccc(C(=O)COC(=O)c3cnc(Cl)c(Cl)c3)cc2N1	10%	-5%	-0.4	-17%	-8	-19	8%	-4%	-5%
COc1cccc(CNC(=O)C2CCN(c3nn4c(=O)cc(C)nc4s3)CC2)c1	6%[11.4 µM]	1%&-1%	-3.5&0.0	-1%&2%	-2&-9	-4	2%&1%	0%&-13%	-1%&2%

Reprinted at random: five records from the list, in no set order.
SMILES	RGS4 inh	Glioma ERSR ind	D2 ag	ALOX12 inh	LDHA block	D2 antag	Vif-A3G inh	Vif-A3F inh	ERG Ets-DNA blk
O=C(CN1C(=O)NC(c2ccccc2)(c2ccccc2)C1=O)Nc1ccc(N2CCOCC2)cc1	-1%	-4%	·	-11%	4	·	-8%	2%	-2%
CC(=O)O/N=C(/c1nonc1N)N1CCN(c2ccc([N+](=O)[O-])cc2Cl)CC1	-27%	-5%	-3.0	-6%	-1	7	2%	1%	·
O=C1COc2ccc(C(=O)COC(=O)c3cnc(Cl)c(Cl)c3)cc2N1	10%	-5%	-0.4	-17%	-8	-19	8%	-4%	-5%
CC(C)(C)C1CCC(OC(=O)C[N+]2(C)CCCC2)CC1 (centres undefined)	-17%	-1%	0.2	?	-13	5	-4%	8%	-4%
Cc1cc([N+](=O)[O-])nn1CCCC(=O)O	29%	-5%	1.0	0%	0	4	-1%	18%	-3%

New compounds follow:
SMILES	RGS4 inh	Glioma ERSR ind	D2 ag	ALOX12 inh	LDHA block	D2 antag	Vif-A3G inh	Vif-A3F inh	ERG Ets-DNA blk
O=C(Nc1ccc2c(c1)OCO2)C1CCCCN1S(=O)(=O)c1ccccc1 (centres undefined)	2%	4%	-2.1	0%	6	-3	0%	6%	-4%
COc1cc(/C=C/C(=O)N2CCN(Cc3ccccc3)CC2)cc(OC)c1OC	20%	-3%	0.4	0%	-3	-8	0%	0%	11%
NC(=O)c1cnn2c(C(F)(F)F)cc(-c3ccc(F)cc3)nc12	-9%	-3%	-1.3	0%	-3	-28	-5%	9%	6%
Oc1oc(-c2ccccc2)nc1C=NCc1ccncc1	3%	0%	0.8	?	-9	31*	-1%	-2%	-1%
Cc1cc(C)n2nc3ccccc3c2n1	-12%	-2%	0.4	9%	-3	8	1%	-7%	·
COc1ccccc1CNC(=O)c1cc2c(C)nn(Cc3ccc(F)cc3)c2s1	-5%	-4%	0.6	0%	-7	-17	0%	-15%	-4%
Cc1ccc(NC(=O)COC(=O)Cc2c[nH]c3ccccc23)cc1	·	-3%	·	-4%	-4	·	1%	-7%	·
CCOC(=O)C1=C(COC(=O)CNS(=O)(=O)c2ccc(NC(C)=O)cc2)NC(=O)NC1C (centres undefined)	15%	2%	·	?	-2	·	2%	-11%	2%
CCOC(=O)c1ccc2c(c1)N(CC(=O)Nc1ccc(C)cc1C)C(=O)c1ccccc1S2	-13%	-3%	1.0	-25%	0	·	-4%	4%	3%
CC(C)(Cc1ccccc1)NC(=O)C(=O)c1cn(CC(=O)N2CCOCC2)c2ccccc12	-48%	-5%	0.4	0%	1	4	0%	-4%	14%
O=C(CC1(O)C(=O)Nc2cc(Cl)cc(Cl)c21)c1ccccc1O (centres undefined)	-6%	0%	1.4	0%	16	17	-24%	-6%	-3%
CCOc1nc(-c2ccc(Cl)cc2)nc2ccccc12	10%	-3%	-0.1	18%	-9	15	-2%	-1%	·
O=C(c1ccc(COc2c(F)c(F)c(F)c(F)c2F)o1)N1CCOCC1	2%	2%	0.3	-10%	2	3	-1%	0%	0%
CCC(C(=O)Nc1ccccc1C(=O)OC)n1c(C)c2cnn(-c3ccccc3)c(=O)c2c1C (centres undefined)	-17%	-2%	1.2	-12%	2	·	4%	3%	3%
O=C(NNC(=O)c1ccccc1F)c1ccc(NS(=O)(=O)c2ccc(F)cc2)cc1	10%	-4%	-0.6	-1%	-3	-9	-2%	-1%	0%
CCN(CC(=O)Nc1ccccc1C(F)(F)F)C(=O)c1cc(-c2cccs2)nn1-c1ccccc1	35%	-2%	-2.1	0%	-12	13	1%	-9%	8%
Cc1ccoc1C(=O)NCc1occc1C(=O)O	11%	-6%	0.4	-37%	3	-24	0%	-2%	0%
COc1ccc(CNC(=O)c2ccc(=O)oc2)cc1OC	-18%	-7%	-0.4	0%	-6	16	0%	-2%	-7%
